# High-throughput results from PubChem.
# HTR5A ag: counter-screen for OPRM1-OPRD1 agonists: human HTR5A agonism | P47898 | actives 0.61% (n = 340,000) | HTR5A agonist assay, luminescence, cell-based | activation, % at 9.3 µM; in the data active means activation mostly above about 9.5%, no sharp cut-off; inactive means mostly below about 7.6%;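 further: 0% = cells with vehicle only and 100% = reference agonist; strong numbers were not always called active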
# Target sequence (P47898 whole entry, looked up): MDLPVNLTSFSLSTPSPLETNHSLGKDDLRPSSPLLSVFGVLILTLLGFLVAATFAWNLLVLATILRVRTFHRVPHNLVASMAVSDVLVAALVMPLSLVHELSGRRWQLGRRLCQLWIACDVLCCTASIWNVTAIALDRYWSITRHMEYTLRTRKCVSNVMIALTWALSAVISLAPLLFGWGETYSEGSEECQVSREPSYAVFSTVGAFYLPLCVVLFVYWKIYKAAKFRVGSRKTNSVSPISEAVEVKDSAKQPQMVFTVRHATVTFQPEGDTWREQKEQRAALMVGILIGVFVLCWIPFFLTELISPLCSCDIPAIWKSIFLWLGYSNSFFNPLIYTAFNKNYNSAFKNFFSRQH
# V-ATPase pHluor: regulators of yeast V-ATPase proton transport. actives 0.37% (n = 350,000). S. cerevisiae, pHLuorin cytosolic pH fluorescence. response, % at 10 µM; in the data active means response mostly above about 7.3%, no sharp cut-off; inactive means mostly below about 5.4%; further: actives read high; inactives centre near 0; some compounds called inactive have numbers as strong as hits; reference of the scale not given here
# DSG3 Ab inh: blocks pemphigus antibody binding to human desmoglein-3; P32926; DSG3-coupled beads, scFv-anti-DSG3-GFP binding, flow cytometry; hits give low values; binding (percent of control), % at 10 µM; actives 0.48% (n = 310,000); AID 588358;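 active means binding more than 3 SD below its plate's average and above zero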;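 further: hits lower antibody fragment binding to DSG3; some compounds called inactive have numbers as strong as hits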
# PKA-R2B activ: activates the human PKA-R2B holoenzyme complex | P22694+P31323 | PKA-R2B holoenzyme dissociation, Cy5-IP20 fluorescence polarization; R2B truncated from residue 108, S112A mutant; 0% DMSO only, 100% 113 µM cGMP | activation, % at 11.4 µM | actives 0.079% (n = 340,000);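 active means activation above a cutoff set at the mean over all compounds plus 3 SD, cut at about 18% in these data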;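 further: higher means more holoenzyme dissociation and a rise in polarization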
# Target sequence (P31323 whole entry, looked up, other chains not shown, the tested form may be a part): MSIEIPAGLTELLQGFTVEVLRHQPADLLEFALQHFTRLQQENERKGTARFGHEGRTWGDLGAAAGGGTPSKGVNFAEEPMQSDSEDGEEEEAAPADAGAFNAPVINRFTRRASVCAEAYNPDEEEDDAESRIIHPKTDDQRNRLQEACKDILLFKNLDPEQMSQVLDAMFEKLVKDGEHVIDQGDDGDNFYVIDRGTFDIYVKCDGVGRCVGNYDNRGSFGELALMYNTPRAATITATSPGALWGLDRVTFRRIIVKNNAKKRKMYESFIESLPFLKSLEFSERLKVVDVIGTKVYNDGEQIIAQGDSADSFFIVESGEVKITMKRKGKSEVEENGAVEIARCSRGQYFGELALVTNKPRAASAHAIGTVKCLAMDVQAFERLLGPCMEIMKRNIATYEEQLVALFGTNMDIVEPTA
# OPRM1-OPRD1 ag: agonists of human mu-delta opioid receptor heterodimerization; cells, OPRM1-OPRD1 heterodimerization, luminescence; P35372+P41143; actives 0.3% (n = 340,000); activation, % at 9.3 µM; in the data active means activation above about 18%;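 further: 0% = vehicle-treated cells and 100% = reference agonist; values of inactives mirror those of a sister screen read the other way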
# PKA-R1A act: activators of PKA-R1A complex. P00514+P68181. PKA-R1A dissociation, Cy5-IP20 fluorescence polarization; scaled: DMSO 0%, 113 µM cGMP 100%. activation, % at 11.4 µM. actives 0.083% (n = 340,000). AID 504707;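 active means percent activation above the mean of all tested compounds plus 3 SD, cut at about 19% in these data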;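 further: higher means more PKAc released from R1A so a rise in polarization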
# MOR-DOR inv ag: mu-delta opioid heterodimer inverse agonism; actives 0.21% (n = 340,000); cell-based MOR-DOR heterodimer luminescence; AID 504357; P35372+P41143; inhibition, % at 9.3 µM; in the data active means inhibition above about 22%, passing the limit was not always enough;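 further: 0% = cells with DMSO and 100% = wells without cells with DMSO; values of inactives mirror those of a sister screen read the other way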
# DAGLB inhibitor: blocks human DAGLB lipase activity | HEK293T DAGLB membrane lysate, EnzChek fluorogenic substrate | actives 0.059% (n = 340,000) | inhibition, % at 5.17 µM | Q8NCG7; in the data active means inhibition above about 34%;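 further: 0% = enzyme with vehicle and 100% = wells lacking enzyme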
# Arrestin-AP2 inh: blocks beta-arrestin peptide binding to AP2 adaptin; FITC-arrestin peptide / GST-AP2 beads, flow cytometry; AP2 beta2 appendage carries R879A mutation; inhibition, % at 10 µM; actives 0.31% (n = 340,000); AID 504490;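 active means inhibition above a set limit, near 3 SD of compounds lacking own fluorescence, cut at about 54% in these data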;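 further: plate controls were DMSO wells for no effect and 5 µM unlabelled arrestin peptide for full effect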
#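 System: GST-AP2 R879A glutathione beads. Medium: PBS with 0.05% Tween 20 and 0.1% BSA. Also added: FITC-arrestin peptide, 50 nM. Incubation: 12 min plus 1 h, RT. Measured by: high-throughput flow cytometry of beads, ex 488, em 535 nm. Evaluation: percent drop in bead-associated FITC signal.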
# HTR5A inv ag: HTR5A inverse agonism, opioid heterodimer counter-screen. HTR5A cell line, luminescence. inhibition, % at 9.3 µM. actives 0.083% (n = 340,000); in the data active means inhibition mostly above about 23%, no sharp cut-off; inactive means mostly below about 18%;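 further: 0% = cells with DMSO and 100% = no-cell wells with DMSO; some compounds called inactive have numbers as strong as hits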
# * hit, by the source's call; x = not tested or not shown; & = joins results of further samples.
structure	HTR5A ag	V-ATPase pHluor	DSG3 Ab inh	PKA-R2B activ	OPRM1-OPRD1 ag	PKA-R1A act	MOR-DOR inv ag	DAGLB inhibitor	Arrestin-AP2 inh	HTR5A inv ag
Nc1nc2ccccc2n1/N=C/c1ccc(-c2ccccc2)o1	2	1	99	-1	3.4	-3	-17	2	16	8
C1=CC2(C=C1)OC21CCC2(C=CC3(C2)OC3C2CCCCC2)CC1 (configuration not stated)	x	-2	100	-11	x	0	x	-5	x	x
CC(=O)CCc1ccc2oc(C(=O)O)c(C)c2c1	-1	3	x	-8	-1.9	4	8	-1	4	2
COc1ccc(OC)c(Nc2nc(NCCCN(C)C)nc(N)c2[N+](=O)[O-])c1	0	-3	102	-9	-0.9	2	5	1	9	-25
COc1ccc(OC)c(-n2c(=S)[nH]c3cc(C(=O)N(C)Cc4ccccc4)ccc3c2=O)c1	-3	-3	111	-4	-4.0	-19	19	0	4	8
O=C(Nc1nnc(C2CCCO2)s1)c1cccs1 (configuration not stated)	3	4	98	-4	-0.8	-2	4	1	5	-18
Cc1nn(C(C)C(=O)NCc2ccccc2F)c(=O)c2nn(-c3ccccc3)c(C)c12 (configuration not stated)	-3	-2	x	-5	-3.3	-7	17	2	-11	-5
CC(C)C[C@H]1CN=C(Nc2ccccc2)N1CCCC1CCCC1	8	0	114	9	-4.0	-5	23	2	9	-23
COc1ccc(C(=O)NCCNc2ncc(C(F)(F)F)cc2Cl)cc1[N+](=O)[O-]	-3	2	103	-1	1.9	5	-10	0	-8	13
Cc1c(C(=O)N2CCCC2)sc(NC(=O)c2cccc(Cl)c2)c1C#N	5	-1	106	-5	-2.8	-5	16	2	11	2
C[C@]12CCC(=O)C[C@@H]1CC[C@@H]1[C@@H]2CC[C@]2(C)[C@@H](C(=O)COC(=O)CCC(=O)O)CC[C@@H]12	-1&-3	0&-2	96&104	-6&-6	-1.1&-3.1	-12&0	5&15	1&-1	-17&32	5&11
O=C1NCCOC(=O)[C@@H](Cc2ccc(F)cc2)C/C=C\C[C@@H]1CC(=O)N(CCO)Cc1ccccc1	-3	-3	98	2	0.0	-6	0	0	x	-7
C[C@H]1CN(c2ccc(Br)cc2)C(=O)[C@@H]1CC(=O)Nc1ccc(Br)cc1	x	0	113	-10	x	-2	x	-4	x	x
CN(C)Cc1ccccc1Sc1cccc2ccccc12	1	0	95	6	4.8	6	-26	0	6	8
O=[N+]([O-])c1ccc(Cl)cc1CN1CCCCCC1	2	-1	108	7	-0.1	4	0	-1	28	-7
COCc1cc(CNC(=O)C2CCC(=O)N(Cc3ccccc3F)C2)[nH]n1 (configuration not stated)	-2	-1	121	-2	-2.2	4	12	0	-1	18
CCCN(CC(=O)Nc1ccccc1C)C(=O)COC(=O)CSc1ccc([N+](=O)[O-])cc1	1	0	100	7	0.1	10	-1	2	38	-15
COc1ccc(CCC(=O)NNC(=O)Nc2cc(Cl)ccc2C)cc1	1	1	104	0	-4.7	-1	15	-5	10	0
Cc1nc(NS(=O)(=O)c2ccccc2)sc1NC(=O)Nc1ccc(Cl)cc1	0	-1	97	8	9.0	11	-46	7	2	-16
O=C(CN1CCCCC1)Nc1ccc(S(=O)(=O)NC2CCCCC2)cc1	0	0	103	-2	-0.4	-12	2	1	-4	-23
COc1ccc(C(=O)NCc2nnc(SCC(=O)N3CCc4ccccc43)n2CCc2ccccc2)cc1	-6	-5	102	-18	-1.7	-10	8	0	-5	15
N#CN=C1CCCCCN1CC(N)=O	-3	-3	98	3	-2.2	-7	11	1	-7	18
CC(C)c1cc(NC(=O)c2ccccc2)cc(C(C)C)c1O	2	1	94	-2	-4.6	-5	22	-3	3	-1
CCOc1ccc(N(CC(=O)Nc2ccc(CC)cc2)S(=O)(=O)c2c(C)[nH]c(=O)[nH]c2=O)cc1	1	1	x	-11	-0.5	2	2	4	41	1
COc1ccc(N2CCN(C(=O)c3ccc(N4C(=O)NC5CC4(C)Oc4ccccc45)cc3)CC2)cc1 (configuration not stated)	0	9	x	-3	-0.8	4	5	4	5	-28
Cc1ccc2[nH]c(=O)c(CN(Cc3cccs3)Cc3nnnn3CC3CCCO3)cc2c1 (configuration not stated)	-2	0	93	-2	-3.0	-17	17	2	7	-28
CCC(C)NCCCOc1ccc([N+](=O)[O-])cc1 (configuration not stated)	-1	1	99	0	1.2	-3	-6	3	-8	2
O=C(O)c1cccc(C(=O)O)c1	1	0	105	2	-0.9	9	5	-3	15	-5
Cc1nc(NCCc2ccccc2)sc1C(=O)O	4	0	63	-4	-0.4	-3	2	-2	36	-16
O=C(NCCC1=CCCCC1)c1ccc(=O)oc1	4	7	101	-6	-3.1	-6	13	1	4	-11
Cc1cc(C)c(CN2CCN(C(=O)Cn3ccc(NC(=O)OCc4ccccc4)nc3=O)CC2)c(C)c1	6	-6	94	9	8.0	0	-37	-1	13	-11
CC(=O)NCCc1cc2ccc(C)c(C)c2[nH]c1=O	0	4	106	-15	0.7	-8	-4	-2	3	0
O=c1oc2ccccc2cc1-c1cn2ccccc2n1	2	2	100	-8	5.0	-10	-29	2	22	-5
OCCC1CN(Cc2nc(-c3ccccc3)cs2)CCN1C1CCCC1 (configuration not stated)	1	6	90	-16	-3.3	-3	17	1	-2	14
N#Cc1ccc(-c2ccc(OCC(=O)NCCc3ccccc3)cc2)cc1	0	-3	104	-7	1.8	3	-10	-4	-10	-10
NC(=O)c1ccc[n+](CC(=O)c2cccc([N+](=O)[O-])c2)c1	4	-2	100	-2	-1.6	3	7	1	3	-15
O=C(Cc1c(F)cccc1Cl)Nc1ccc(S(=O)(=O)Nc2nccs2)cc1	-4	-2	x	2	-1.0	2	6	1	47	3
CC1(C)Cc2c(c(N3CCOCC3)nc3sc(C(N)=O)c(N)c23)CO1	-3	-1	106	-3	-2.6	-3	14	2	-7	-31
CCN(CC)C(=O)CSc1nc2ccccc2n1CC(=O)N1CCN(c2ccccc2OC)CC1	x	2	98	16	x	-1	x	-2	2	x
Cc1cc(NC(=O)c2ccccc2)cc(NC(=O)c2ccccc2)c1C	-1	-3	101	3	-3.1	-7	15	-1	-5	4
CSCC[C@H](NC(=O)C1CCN(C(=O)[C@H](Cc2ccccc2)NS(=O)(=O)c2ccc(C)cc2)CC1)C(=O)O	-1	1	x	-8	-0.2	10	1	-1	10	3
COc1ccc(CNC(=O)CSc2nc3cccnc3s2)cc1	-3	-3	x	-15	-4.1	-15	20	-5	-17	-10
COc1ccc(N2CC(C(=O)OCC(=O)Nc3cc(C)on3)CC2=O)cc1 (configuration not stated)	-1	-3	107	3	-1.8	-3	10	0	-22	2
COc1cc2c(cc1OC)C(COc1ccccc1OC)N(C(=O)C(C)(C)C)CC2 (configuration not stated)	-4	2	x	-5	-4.5	-2	21	-2	8	16
O=CN1CCN(C=O)C(O)C1O (configuration not stated)	-4	-2	95	9	0.5	0	-2	0	14	14
CCOc1ccc(Nc2nc(N3CCCC3)nc(N3CCN(c4ccc(OC)cc4)CC3)n2)cc1	-2	0	123	-5	-0.3	-10	2	2	-2	11
O=C(c1cccc(S(=O)(=O)N2CCCCC2)c1)N1CCc2ccccc21	3	2	x	-1	-0.1	-5	1	0	-4	-8
COCCN(C(=O)COC(=O)CCC1CCCCC1)c1c(N)n(Cc2ccccc2)c(=O)[nH]c1=O	x	-1	95	8	x	5	x	1	x	x
CC(C)(C)c1ccc(S(=O)(=O)N2CC(C(=O)O)Oc3ccc(Cl)cc32)cc1 (configuration not stated)	3	0	98	-1	-0.7	-13	3	7	1	-12
COc1cc(OC)cc(C(=O)OCC(=O)Nc2cccc(C(C)=O)c2)c1	3	-4	115	-5	-0.4	-7	2	-3	0	-16
CCOc1cc(C(=O)Nc2ccc3c4c(cccc24)C(=O)N3CC)cc(OCC)c1OCC	-3	2	99	-4	-2.1	-8	9	-2	3	7
CCc1ccc(-c2cc(C)no2)cc1S(=O)(=O)NCCCN1CCN(c2ccccc2)CC1	0	0	95	4	2.4	-7	-13	-4	-1	0
CCOc1ccccc1CN1CCC(O)CC1	0	5	104	5	-1.5	8	9	0	29	-22
COC(=O)c1cccc(N(CC(=O)NCC2CCCO2)C(=O)CCC(=O)Nc2cc(C)on2)c1 (configuration not stated)	3	-3	95	-10	-2.1	-3	13	-2	20	-18
O=C(NCCCN1CCOCC1)c1cccc(S(=O)(=O)N2CCN(c3ccccc3)CC2)c1	0	-4	109	-17	-0.8	-16	4	3	6	-1
COc1ccc(CNC(=O)C2=CC(c3ccc(C)cc3)=NS(=O)(=O)N2C)cc1	1	0	102	1	-0.8	0	5	0	8	-4

# Continuation.
structure	HTR5A ag	V-ATPase pHluor	DSG3 Ab inh	PKA-R2B activ	OPRM1-OPRD1 ag	PKA-R1A act	MOR-DOR inv ag	DAGLB inhibitor	Arrestin-AP2 inh	HTR5A inv ag
COc1cccc(C(=O)Nc2ccccc2OC(F)(F)F)c1	4	-1	100	-10	-0.6	-5	3	-4	-6	-9
COc1ccc(NC(=O)N(Cc2ccc3c(c2)OCO3)C2CC(=O)N(c3ccc(OC)cc3)C2=O)cc1 (configuration not stated)	3	-4	100	-12	-0.8	-10	4	-1	20	28
COc1cccc(-c2cc(-c3cccnc3)nc(N)c2C#N)c1	-1	-2	108	2	-2.6	10	14	1	20	-9
COc1ccccc1OCc1nc(C#N)c(NCCCn2ccnc2)o1	0	-2	101	2	0.5	7	-2	-4	-20	0
CC1CCN(S(=O)(=O)c2cc(C(=O)N3CCN(c4ncccn4)CC3)ccc2Br)CC1	1	-2	97	-9	-2.6	6	14	-4	18	-45
Cc1cc2nccc(-c3ccc(F)cc3)n2n1	2	2	110	-5	-1.7	-9	8	-3	1	-8
CC1CCN(CCCNC(=O)C2CCC(CNS(=O)(=O)c3ccccc3)CC2)CC1 (configuration not stated)	-3	0	108	-1	0.3	-4	-1	4	23	1
Cc1ccccc1C(=O)c1cccn1CC(=O)NCC1CCCO1 (configuration not stated)	-1	1	102	2	-1.4	-2	7	-1	-1	3
COC(=O)c1cc(OC)c(OC)cc1NCC(=O)Nc1cccc(C(F)(F)F)c1	5	0	90	-6	0.9	0	-6	-1	-13	-13
N#CCCN(C(=O)CSc1n[nH]c(=O)[nH]c1=O)c1ccccc1	-3	2	89	2	-3.8	10	20	2	-17	12
COc1ccccc1Cn1c(=S)[nH]c2ccccc2c1=O	2	2	103	-9	1.5	-3	-7	0	12	-7
Cc1cccc(NC(=O)C23CCC(C)(/C(=N/O)C2)C3(C)C)c1 (configuration not stated)	1	5	99	2	-0.9	-2	5	0	4	-6
O=C(COC(=O)/C=C/c1ccc(Br)o1)NC1CCCCC1	6	1	100	0	-2.3	6	10	-2	34	-16
